High-throughput results (PubChem)
L929 necroptosis – blocks zVAD induced death of L929 cells; viability rescue, % at 10 µM; 220,000 compounds, 0.38% hits; AID 1377; L929 zVAD necroptosis rescue, ATP luminescence, 24 h; with zVAD 60 µM;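 active = activation, scaled between plate controls, above about 75%, limit read from the data; inactive = activation under that limit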;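 note: 0% = zVAD with DMSO and 100% = DMSO alone without zVAD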
EP2 antag – blocks the human prostaglandin E2 receptor EP2; P43116; C6 glioma cells expressing human EP2, cAMP TR-FRET; cells stimulated with saturating PGE2; inhibition, % at 25 µM; 260,000 compounds, 0.52% hits;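 active = percent inhibition above 40 after rounding to a whole number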;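 note: rat C6 glioma host cells with rolipram phosphodiesterase inhibitor present; the protocol text gives 20 µM as final concentration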
14-3-3 Bad inh – disrupts binding of bovine 14-3-3 zeta to phospho-Bad peptide | TR-FRET 14-3-3zeta/Dy647-pBad peptide displacement, 1 h | inhibition, % at 21.7 µM | 220,000 compounds, 0.71% hits;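 active = inhibition above about 70%, limit read from the data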;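 note: 0% = full 14-3-3 plus peptide FRET controls and 100% = background without 14-3-3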
Target sequence (P63103 whole entry, looked up): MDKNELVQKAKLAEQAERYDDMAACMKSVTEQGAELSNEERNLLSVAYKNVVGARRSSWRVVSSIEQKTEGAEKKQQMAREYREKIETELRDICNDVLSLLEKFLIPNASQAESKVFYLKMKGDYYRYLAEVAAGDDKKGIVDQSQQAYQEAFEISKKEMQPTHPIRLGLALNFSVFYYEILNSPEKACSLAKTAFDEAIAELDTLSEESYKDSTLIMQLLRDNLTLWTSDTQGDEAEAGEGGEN
Hck-Nef inh – blocks Nef-activated human Hck kinase; P08631; Recombinant Hck-YEEI plus Nef, Z-Lyte FRET kinase assay; inhibition, % at 20 µM; 220,000 compounds, 0.68% hits; AID 463187;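 active = Hck-Nef kinase inhibition above about 50%, limit read from the data; inactive = inhibition below that limit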;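 note: 0% = DMSO with Hck plus Nef and 100% = Hck alone without Nef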
Target sequence (P08631 whole entry, looked up): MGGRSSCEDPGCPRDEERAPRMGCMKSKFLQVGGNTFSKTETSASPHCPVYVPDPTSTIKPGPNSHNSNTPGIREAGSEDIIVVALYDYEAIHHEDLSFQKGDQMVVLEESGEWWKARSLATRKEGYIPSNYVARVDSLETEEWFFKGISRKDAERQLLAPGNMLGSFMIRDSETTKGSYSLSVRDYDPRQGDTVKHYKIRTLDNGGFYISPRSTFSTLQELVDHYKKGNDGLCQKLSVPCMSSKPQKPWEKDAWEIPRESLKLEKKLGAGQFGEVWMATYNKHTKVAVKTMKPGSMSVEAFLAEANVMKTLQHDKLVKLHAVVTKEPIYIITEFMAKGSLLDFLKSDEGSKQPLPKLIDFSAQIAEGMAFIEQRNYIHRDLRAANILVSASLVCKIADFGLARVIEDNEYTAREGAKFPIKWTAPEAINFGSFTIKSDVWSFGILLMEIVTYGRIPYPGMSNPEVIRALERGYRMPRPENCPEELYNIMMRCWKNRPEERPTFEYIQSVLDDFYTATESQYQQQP
EP2 mod – EP2 receptor (human) modulation | P43116 | EP2-expressing cells, cAMP HTRF FRET, PGE2 co-stimulation | AID 940 | 260,000 compounds, 0.83% hits | induction, % at 25 µM;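 active = compounds whose cAMP rise, as percent of the full-agonist control response, exceeds 60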;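 note: rat C6 glioma line stably carrying human EP2 under a CMV promoter; the protocol text gives 20 µM as final concentration; 100% = response of wells given 1 µM PGE2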
eIF4E-4G inh – inhibitors of eIF4E and eIF4G interaction in translation initiation; P63073+Q04637; TR-FRET eIF4E-eIF4GI(517-606) binding, 2 h; inhibition, % at 21.7 µM; 220,000 compounds, 0.37% hits; AID 782;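 active = inhibition above about 30%, limit read from the data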;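 note: 0% = full FRET control wells and 100% = background wells lacking eIF4GI fragment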
Rad51 HR inh – Rad51 (human) homologous recombination inhibition; hRad51 DNA strand exchange, fluorescence dequenching; inhibition, % at 10 µM; 200,000 compounds, 0.085% hits;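 active = inhibition above 40% at the single screening dose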;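 note: 0% = DMSO control wells and 100% = blanks with heterologous ssDNA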
Target sequence (Q06609 whole entry, looked up): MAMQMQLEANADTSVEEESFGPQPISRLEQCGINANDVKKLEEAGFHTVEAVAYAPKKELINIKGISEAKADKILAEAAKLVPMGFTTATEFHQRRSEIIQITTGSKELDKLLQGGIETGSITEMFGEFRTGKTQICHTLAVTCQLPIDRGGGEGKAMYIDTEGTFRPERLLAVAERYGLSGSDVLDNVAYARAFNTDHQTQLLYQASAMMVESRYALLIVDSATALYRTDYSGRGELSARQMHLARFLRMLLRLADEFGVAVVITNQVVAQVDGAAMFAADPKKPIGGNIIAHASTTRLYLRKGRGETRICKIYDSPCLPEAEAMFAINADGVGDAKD
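Material: hRad51 filaments on single-stranded DNA; Reagent: Donor/quencher-labelled 47-bp dsDNA substrate; Compound: 10 µM final, single point; Schedule: 37 °C 15-min filament assembly, 30-min compound preincubation, 15-min exchange; Technique: FRET fluorescence, excitation 485 nm, emission 520 nm; Benchmarks: control wells and blank wells on each plate.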
Tb hexokinase – blocks Trypanosoma brucei hexokinase 1 activity; recombinant TbHK1, G6PDH-coupled NADH A340; inhibition, % at 10 µM; AID 1430; 220,000 compounds, 0.11% hits;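 active = inhibition of 50% or more in the single-dose primary screen; inactive = inhibition below 50%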
Calpain2 inh – calpain II (pig) inhibition. inhibition, % at 16 µM. 220,000 compounds, 0.37% hits. purified calpain II, fluorogenic peptide substrate, 30 min;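 active = inhibition above about 50%, limit read from the data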
* hit, by the source's call; i = inactive; · = not tested or not shown; [ ] = another dose, or the depositor's remark. Only part of the results is shown (hit frequency here may not be typical).

SMILES	L929 necroptosis	EP2 antag	14-3-3 Bad inh	Hck-Nef inh	EP2 mod	eIF4E-4G inh	Rad51 HR inh	Tb hexokinase	Calpain2 inh
CC(=O)Nc1ccc(NC(=S)Nc2ccc(Br)cc2)cc1	0.1	24.2	-9.4	5.7	-39.5	-0.9	-0.5	9.0	1.1
COc1ccc(NS(=O)(=O)c2ccc(C)c(C(=O)O)c2)cc1	0.0	8.6	27.5	0.6	12.8	-4.1	-1.2	0.2	-12.4
COCCn1c(N)c(Sc2ccccc2[N+](=O)[O-])c(=O)[nH]c1=O	-0.1	5.7	0.4	18.2	18.8	-2.9	16.9	-9.8	-21.5
O=C(Cn1nc(-c2ccccc2Cl)ccc1=O)Nc1ccc(Br)cc1	3.7	11.7	-0.9	24.4	-38.9	0.6	-265.1	8.8	8.8
CCOc1ccc(C2NC(=O)c3n[nH]c(C)c32)cc1 (stereo not given)	0.5	7.2	2.9	19.8	21.4	-0.8[fluorescence artefact?]	6.2	5.5	-6.6
CCS(=O)(=O)Nc1ccc(-c2nnc(SCC(=O)c3cccc(OC)c3)o2)cc1	-0.3	14.6	1.7[fluorescence artefact?]	-1.0	28.9	-1.0	1.1	1.1	-10.1
Cc1c(NC(=S)NC(=O)C(C)(C)C)c(=O)n(-c2ccccc2)n1C	-0.8	4.0	-3.3[fluorescence artefact?]	-1.2	30.6	-34.6	5.2	-1.6	15.2
C=CCSc1nc(C)cc(/C=C\c2ccccc2)c1C#N	1.3	2.2	-5.8	1.0	13.6	-2.3	2.0	-3.9	8.6
CSc1ncccc1C(=O)NC(C)C1CC2CCC1C2 (stereo not given)	1.6	4.5	-1.8	25.2	6.1	3.8	19.0	16.5	-0.2
CC(C)N(C(=O)COC(=O)c1cc(Cl)cc(Cl)c1N)C(C)C	-0.1	4.3	2.6	2.3	-34.3	13.5	0.9	-12.0	i

Random excerpt: two entries already listed
SMILES	L929 necroptosis	EP2 antag	14-3-3 Bad inh	Hck-Nef inh	EP2 mod	eIF4E-4G inh	Rad51 HR inh	Tb hexokinase	Calpain2 inh
CC(=O)Nc1ccc(NC(=S)Nc2ccc(Br)cc2)cc1	0.1	24.2	-9.4	5.7	-39.5	-0.9	-0.5	9.0	1.1
CSc1ncccc1C(=O)NC(C)C1CC2CCC1C2 (stereo not given)	1.6	4.5	-1.8	25.2	6.1	3.8	19.0	16.5	-0.2

New compounds follow
SMILES	L929 necroptosis	EP2 antag	14-3-3 Bad inh	Hck-Nef inh	EP2 mod	eIF4E-4G inh	Rad51 HR inh	Tb hexokinase	Calpain2 inh
S=C(N/N=C/c1ccc(Cl)c(Cl)c1)Nc1ccccc1Cl	0.4	3.8	-19.9	20.7	20.9	0.6	0.8	1.1	-6.7
Cc1ccn2cc(CCNC(=O)CC3CCCCC3)nc2c1	0.1	8.7	-7.2	11.1	-10.9	-5.5	16.0	-8.6	20.8
COC(=O)c1[nH]c2cccc(OC)c2c1NC(=O)CCN1CCN(c2ccccc2OC)CC1	0.0	2.9	-7.7	4.9	-0.9	-12.0	1.5	-17.4	i
Cc1ccc(NC(=O)COC(=O)c2ccc([N+](=O)[O-])o2)cc1S(=O)(=O)N1CCCCCC1	2.4	4.5	-3.4	22.0	-53.9	-0.1	-13.0	-1.0	-23.3
COc1ccc(CCN2C(=O)c3ccccc3C2(O)c2ncc[nH]2)cc1OC (stereo not given)	-0.2	24.6	3.4	9.3	10.2	-0.5	-7.4	6.3	-11.8
CCOC(=O)COc1nc(-c2ccc(Cl)cc2)cc(-c2ccco2)c1C#N	0.2	4.6	2.9	5.2	28.4	4.5	-10.3	-22.8	-1.1
O=c1c2[nH]c3ccccc3c2ncn1CCN1CCCCC1	-0.1	7.4	0.2[fluorescence artefact?]	0.6	-11.5	2.6	6.7	-7.0	-62.3
COC(=O)c1ccc2nc(NC(=O)COC(=O)CSc3nc(C)cc(C)n3)sc2c1	0.4	1.2	-15.9	-6.2	7.9	-12.0	7.2	22.8	3.5
O=C(CSc1nc2ccccc2c(=O)n1-c1ccc(Cl)cc1)N/N=C/C=C/c1ccccc1[N+](=O)[O-]	-0.4	3.0	0.8	4.2	-6.7	3.9	·	-15.0	-58.7
CCc1nnc(NC(=O)CCC(=O)N2CCCC2)s1	0.5	18.6	0.1	0.5	9.6	-4.0	3.2	2.3	14.5
COc1ccc(/C=C(/NC(=O)c2cccs2)C(=O)N2CCOCC2)cc1OC	0.8	4.0	-3.0	1.6	9.2	-3.3	-0.7	-21.6	-0.1
Cc1c(/C=N\NC(=O)c2ccc([N+](=O)[O-])cc2)cnn1C	-0.6	5.8	0.8	1.1	19.1	-3.5	·	-17.0	-10.2
Cc1nc2ccc(NC(=S)N3CCOCC3)cc2nc1C	0.4	4.6	-8.6	10.1	1.8	-1.6	·	-13.8	-33.1
O=C1C(Oc2ccccc2)C(c2ccc3c(c2)OCO3)N1CCc1ccc(F)cc1 (stereo not given)	0.2	8.2	3.0[fluorescence artefact?]	2.2	59.1	-2.2	·	22.8	13.4
O=C(OCCOCCN=C1NS(=O)(=O)c2ccccc21)c1ccncc1	0.6	5.9	7.5	5.4	22.3	0.6	0.9	9.2	-11.8
c1ccc2c3c([nH]c2c1)C(C1CCCCC1)N(Cc1ncc[nH]1)CC3 (stereo not given)	1.3	2.8	-32.9	0.6	3.0	-1.6	16.7	1.1	-53.7
O=C(NCc1ccccn1)Nc1ccc(Cl)c(Cl)c1	0.5	9.0	4.5[fluorescence artefact?]	6.3	-8.0	1.1	-4.7	1.8	-1.4
C=CCc1cc(C)cc(C)c1OCCn1cncn1	-0.1	14.5	-3.8	0.5	7.4	4.2	6.8	1.5	-12.2
O=[N+]([O-])c1ccc(-c2cc(-c3ccncc3)nc3ccc4ccccc4c23)cc1	0.6	21.7	-7.6	2.2	35.9	1.0[fluorescence artefact?]	-7.1	-2.3	14.8
CCc1ccc(/C=C2/Sc3ccccc3N(CC(=O)NCCCOC)C2=O)cc1	-0.6	1.7	1.6	17.8	4.4	-3.2	·	-7.8	10.1

Entries listed so far that have bromine (2):
SMILES	L929 necroptosis	EP2 antag	14-3-3 Bad inh	Hck-Nef inh	EP2 mod	eIF4E-4G inh	Rad51 HR inh	Tb hexokinase	Calpain2 inh
CC(=O)Nc1ccc(NC(=S)Nc2ccc(Br)cc2)cc1	0.1	24.2	-9.4	5.7	-39.5	-0.9	-0.5	9.0	1.1
O=C(Cn1nc(-c2ccccc2Cl)ccc1=O)Nc1ccc(Br)cc1	3.7	11.7	-0.9	24.4	-38.9	0.6	-265.1	8.8	8.8

The list continues.
SMILES	L929 necroptosis	EP2 antag	14-3-3 Bad inh	Hck-Nef inh	EP2 mod	eIF4E-4G inh	Rad51 HR inh	Tb hexokinase	Calpain2 inh
COc1ccccc1C(=O)N(Cc1cccs1)C1CCS(=O)(=O)C1 (stereo not given)	-0.3	·	0.0	-0.5	4.8	4.1	·	-5.1	-14.2
Cc1cc(C(=O)OCC(=O)Nc2ncc(C(F)(F)F)cc2Cl)c(C)o1	1.0	13.6	-13.1	0.0	5.7	6.2	-9.9	1.6	-46.5
O=C(O)c1ccc2c(c1)C1C=CCC1C(c1ccncc1)N2 (stereo not given)	0.2	5.4	3.5	32.8	-16.2	-10.2	9.3	-11.2	4.4
Cc1ccc(OC(=O)c2ccc(S(=O)(=O)N(C)C)cc2)c(-n2nc3ccccc3n2)c1	0.3	1.0	3.9	-0.1	-1.9	-2.4	·	-2.5	12.9
O=C(CCSc1nnc2ccccn12)Nc1ccc2c(c1)OCO2	1.8	5.7	-14.1	20.7	22.3	3.0	21.4	0.9	-45.0
CCOc1ccccc1CN1CCN(Cc2nc3c(s2)CCCC3)CC1CCO (stereo not given)	-0.6	7.9	-10.7	24.1	-17.3	1.5	0.7	-2.8	10.0
Cc1cc(C)n(C(=O)/C(C#N)=N\Nc2ccccc2[N+](=O)[O-])n1	0.1	1.1	-11.0	20.0	-4.2	-0.5	-62.3	-17.9	-9.0
Nc1ncnc2c1CCC2	-0.3	21.1	42.7[fluorescence artefact?]	0.2	15.2	-0.5[fluorescence artefact?]	4.3	-10.6	-27.7
COc1ccc(/C=N/NC(=O)CSCC(=O)Nc2ccccc2)cc1	-0.2	13.9	-12.5	17.3	-15.1	-1.5	·	-12.0	-2.3
CC(=O)N(C(C)=O)S(=O)(=O)c1ccc(N=NN2CCOCC2)cc1	0.7	7.3	-6.4[fluorescence artefact?]	0.7	20.4	-0.9	·	1.2	-9.0
COc1cccc(C2CC(c3ccc(NS(C)(=O)=O)cc3)=NN2C(=O)c2ccccc2)c1OC (stereo not given)	-0.8	4.4	-11.1	-17.5	-21.7	2.9	18.7	-21.3	-29.9
CC1CCC/C(=N\NC(=S)Nc2ccccc2)C1 (stereo not given)	-0.6	5.9	-10.3[fluorescence artefact?]	4.1	26.4	2.7	-5.2	-4.6	-3.1
O=C(CSc1nc2cc(S(=O)(=O)N3CCOCC3)ccc2o1)NC1CCCc2ccccc21 (stereo not given)	-1.0	10.1	-25.7	5.6	-33.5	4.8	-6.8	-5.7	-46.6
Cc1cccn2c(=O)c3cc(C#N)c(=O)n(-c4c(C)n(C)n(-c5ccccc5)c4=O)c3nc12	1.6	10.6	-4.2	10.0	27.0	-9.3	-0.6	-9.2	-66.2
COc1ccc(C(=O)OCC(=O)NCc2ccco2)cc1S(=O)(=O)N1CCN(c2cccc(Cl)c2)CC1	-0.2	12.6	40.1	7.8	-12.2	0.2	10.7	-0.9	-49.9
CC1=C/C(=C\c2ccc(Br)o2)C(=O)O1	0.2	7.8	7.5[fluorescence artefact?]	3.6	7.5	17.3	6.8	17.0	-4.0
COc1ccc(CN(C(=O)c2cccs2)C(C(=O)NC2CCCCC2)c2ccc3ncccc3c2)cc1 (stereo not given)	0.7	·	-13.2	1.2	-33.8	1.5	·	0.8	-38.6
O=C(CSc1nc2ccccc2n1Cc1ccccc1)N/N=C/c1ccco1	0.0	1.7	4.0	4.0	-5.2	2.5	1.1	4.4	-0.8
COc1nc(-c2ccc(Cl)cc2)ccc1-c1noc(-c2cccs2)n1	0.0	6.4	37.6	7.0	17.0	-1.3	-13.3	-1.5	-82.5
Cc1cc(C)n(-c2nc(SCC(=O)O)c3c4c(sc3n2)CCCC4)n1	2.1	13.6	5.0	2.6	16.7	-3.4	14.9	-8.4	-42.6
CCCc1[nH]nc2c1C(c1cc(OC)cc(OC)c1)C(C#N)=C(N)O2 (stereo not given)	-0.1	9.2	-10.6	0.0	28.8	7.1	1.5	-1.8	-11.7
O=C(NCc1ccccc1)C(=O)NCC1OCCN1C(=O)c1ccc(Cl)cc1 (stereo not given)	-0.7	-1.2	-12.4	14.3	7.9	-0.9	6.5	-4.2	-53.1
CCOc1cc(C(=O)N(C)Cc2cc3ccccc3[nH]c2=O)cc(OCC)c1OCC	0.2	15.8	3.8[fluorescence artefact?]	0.7	17.9	2.8	-6.6	-11.8	-7.6
CN(Cc1cn(C)nc1-c1ccc(Oc2ccccc2)cc1)C1CCOC1 (stereo not given)	-1.0	5.1	1.1	18.0	10.9	-1.7	-0.1	-14.5	-2.9
Cc1cc(C)nc(Nc2ccccc2Br)n1	-0.1	·	1.3	1.9	7.6	-0.9[fluorescence artefact?]	·	0.9	8.8
COc1ccc(CNC(=O)COC(=O)c2ccccc2C(=O)c2ccccc2)cc1	0.6	1.3	3.8	6.0	-5.5	2.1	6.9	0.5	17.2
O=C(Nc1cccs1)Nc1c(F)c(F)c(F)c(F)c1F	-0.1	6.2	-2.2	0.3	-41.0	-3.0	4.0	34.9	1.3
CCn1nnnc1SCC(=O)NCc1ccc2c(c1)OCO2	-0.4	9.5	-8.6	-2.6	9.0	-0.9[fluorescence artefact?]	6.6	7.6	-24.4
CC(=O)n1cc([C@@H]2C=C(C(=O)Nc3ccccc3)O[C@H](OCCCCO)C2)c2ccccc21	0.6	14.1	1.6	-17.9	-25.0	-4.1	2.5	-19.4	-3.3
